Compound activity as filed in PubChem.
DTT redox prof: compounds producing H2O2 with reducing agent – biochemical, NIH compound library profiling, artefact control for MLSCN library redox annotation, primary screen; DTT-dependent redox cycling H2O2, phenol red/HRP absorbance; 100% = 100 µM peroxide control, 0% = buffer; activation, % at 10 µM; hit rate 0.03% among 200,000; AID 878;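 active = activation of at least 50% relative to the plate's high and low controls in the primary single-dose screen; inactive = activation below 50%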;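 note: compound incubated with DTT at 0.8 mM final as the reducing agent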
APP transl inh: APP translation inhibition | inhibition, % at 2 µM | SH-SY5Y APP 5'UTR-luciferase reporter, luminescence | hit rate 0.82% among 190,000;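 active = inhibition above a set limit, derived from the sample mean plus 3 SD, cut at about 45% in these data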; note: values of inactives mirror those of a sister screen read the other way
Hsp70 activator: Hsp70 transcriptional activation, primary screen; activation, % at 10 µM; HeLa Hsp70 promoter luciferase reporter, luminescence; scaled: vehicle 0, proteasome-inhibitor control 100%; AID 1203; hit rate 0.04% among 200,000;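 active = activation above the mean across all tested compounds plus 3 SD, cutoff set per campaign, cut at about 5.5% in these data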;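 note: 100% = MG132 at 30 µM as the positive control and 0% = DMSO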
NF-kB expr up: NF-kB expression increase, human neuronal cells; fold change at 12.5 µM; hit rate 1.6% among 190,000; NF-kB reporter expression; active compounds read high; in the data active = fold change above about 3.3
STAT1 act: increases IFN-gamma driven STAT1 reporter signal; NIH 3T3 STAT1-luciferase reporter, luminescence; 100% = IFN-gamma alone, no compound; activation (% of control), % at 5.5 µM; hit rate 2.6% among 200,000; AID 932;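 active = activation above the screen-wide mean activation plus 3 SD, cut at about 130% in these data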;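 note: raw ratio to IFN-gamma control signal so 100% means no change and 0% no light; values of inactives mirror those of a sister screen read the other way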
HMGR II inh: blocks class II HMG-CoA reductase of Enterococcus faecalis | purified E. faecalis HMGR, NADPH absorbance 340 nm kinetic | inhibition, % at 10 µM | hit rate 0.41% among 190,000;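 active = inhibition above a set limit, the median over all tested compounds plus 3 SD, cut at about 9.5% in these data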;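 note: enzyme runs in reverse so mevalonate oxidation gives rising NADPH absorbance; 0% = complete reaction with DMSO and 100% = background rate lacking mevalonate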
G6PDH CS: inhibits Leuconostoc G6PDH, flagging false hits in G6PDH-based assays. Purified L. mesenteroides G6PDH, diaphorase/resazurin coupled fluorescence, 45 min. inhibition, % at 5 µM. hit rate 0.12% among 200,000; in the data active = inhibition above about 50%
APP 5'UTR act: APP 5'UTR luciferase reporter activation | SH-SY5Y APP 5'UTR luciferase reporter, luminescence; zero percent = DMSO vehicle wells | activation, % at 2 µM | hit rate 1% among 190,000;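 active = activation above a set limit, based on mean plus 3 SD of controls, cut at about 140% in these data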; note: values of inactives mirror those of a sister screen read the other way
FLuc inhib CS: Photinus pyralis luciferase inhibition counter-screen; ATPLite firefly luciferase biochemical luminescence, 10 min; inhibition, % at 10 µM; hit rate 1.5% among 200,000;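 active = inhibition above about 50% when tested at 10 µM, limit read from the data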
Target sequence (P08659 whole entry, looked up): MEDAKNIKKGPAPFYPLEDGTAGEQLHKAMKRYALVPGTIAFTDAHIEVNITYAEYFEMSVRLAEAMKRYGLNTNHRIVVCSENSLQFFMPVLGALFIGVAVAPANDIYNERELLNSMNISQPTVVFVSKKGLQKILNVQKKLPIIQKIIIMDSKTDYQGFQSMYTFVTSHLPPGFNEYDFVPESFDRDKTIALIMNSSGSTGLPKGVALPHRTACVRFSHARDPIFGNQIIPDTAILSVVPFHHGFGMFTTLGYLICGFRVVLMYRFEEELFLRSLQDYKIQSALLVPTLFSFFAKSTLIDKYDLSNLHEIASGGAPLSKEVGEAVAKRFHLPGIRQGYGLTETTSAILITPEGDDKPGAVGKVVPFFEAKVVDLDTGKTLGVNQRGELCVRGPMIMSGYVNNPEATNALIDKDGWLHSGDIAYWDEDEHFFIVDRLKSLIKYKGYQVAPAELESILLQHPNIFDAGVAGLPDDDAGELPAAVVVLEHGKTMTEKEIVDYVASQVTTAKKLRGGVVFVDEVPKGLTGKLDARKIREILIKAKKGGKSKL
FLuc act counter: firefly luciferase counter-screen for stimulation assays | P08659 | ATPlite luciferase biochemical, luminescence, 10 min; 0 = ATP-free wells, 1 = DMSO control | activation factor at 10 µM | 200,000 tested, under 10 active | AID 1027;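 active = luciferase activation factor, scaled between plate controls, of at least 2 with compound at 10 µM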
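Material: Luciferase/luciferin reagent mix; Doses: test compounds dosed from 2 mM stocks in 100% DMSO; Schedule: 10 min incubation after luciferase reagent addition, room temperature; Measured by: luminescence from luciferase reaction; Read-out: luminescence gain marking luciferase activators.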
* = called active by the depositor; nt = no result given.

SMILES | DTT redox prof | APP transl inh | Hsp70 activator | NF-kB expr up | STAT1 act | HMGR II inh | G6PDH CS | APP 5'UTR act | FLuc inhib CS | FLuc act counter
O/N=C/c1ccc(-c2cc(Cl)ccc2Cl)o1 | 0.5 | -10 | -0.3 | 1.3 | 100 | -7 | 7 | 10 | -8 | 1.1
Cc1ccc(NC(=O)COC(=O)C2CC2(Cl)Cl)cc1C (stereo unspecified) | -1.1 | 5 | -0.1 | 0.91 | 99 | -8 | 2 | -5 | 18 | 0.8
CCOc1ccc(S(=O)(=O)N2CCN(c3ccccc3F)CC2)c2cccnc12 | 0.7 | 2 | -0.5 | 0.85 | 89 | 6 | 4 | -2 | -2 | 1
CCCC(C)NC(=O)CSc1nc(-c2ccccc2)cn1N (stereo unspecified) | 0.2 | -13 | -0.2 | 1 | 88 | 0 | -2 | 13 | -10 | 1.1
CCOC(=O)c1cc(NC(=O)CSCCO)ccc1Cl | 0.6 | -12 | -0.2 | 1.3 | 102 | 1 | 1 | 11 | 0 | 1
O=C(Nc1ccc(C(F)(F)F)cc1)c1csc(-c2ccncc2)n1 | 0.2 | -9 | -0.2 | 1.2 | 93 | 2 | -2 | 9 | -1 | 1
COCCNC(=S)N1CCN(C/C=C/c2ccccc2)CC1 | 0.7 | 15 | -0.1 | 1 | 103 | -1 | 6 | -15 | -1 | 1
COc1ccc(C(=O)Oc2ccc(F)cc2C(=O)/C=C/c2ccc(OC)c(OC)c2)cc1 | 3.0 | 11 | -0.2 | 0.91 | 101 | -1 | -19 | -11 | -5 | 1.1
CC(C)(O)C1=NOC(c2ccccc2)C1 (stereo unspecified) | 2.6 | -11 | 0.1 | 1.1 | 97 | -4 | 0 | 11 | -6 | 1.1
COC(=O)c1cc(C(=O)Nc2ccc(S(=O)(=O)NC(C)(C)C)cc2)cc([N+](=O)[O-])c1 | -0.1 | 1 | -0.2 | 0.55 | 95 | -5 | -7 | -1 | 0 | 1
Cc1c(Cl)cnc(NC(=O)CSc2nnc3ccccn23)c1Cl | 0.0 | -6 | 0.0 | 1.2 | 114 | -2 | 2 | 6 | -5 | 1
CNC(=S)N1N=C(c2ccccc2)CC1c1ccc(OC)c(OC)c1 (stereo unspecified) | -0.1 | -17 | -0.3 | 1.1 | 100 | -10 | 0 | 17 | -6 | 1.1
COc1ccccc1NC(=O)c1ccc(NC(=O)CSc2ncn[nH]2)cc1 | -0.8 | -3 | 0.2 | 1.1 | 106 | -3 | 1 | 3 | -1 | 1
CN(C)/C=N/c1cc(=O)[nH]c(=O)n1C | -0.8 | -10 | -0.5 | 1.3 | 97 | 4 | 20 | 10 | 1 | 1
CCn1cc([N+](=O)[O-])c(C(=O)Nc2ccn(Cc3ccccc3F)n2)n1 | -1.4 | 1 | -0.2 | 1 | 97 | -3 | 1 | -1 | -9 | 1.1
O=C(CSc1nnc(-c2cccnc2)s1)Nc1ccc(C(=O)O)cc1 | 0.2 | -20 | -0.4 | 1.1 | 103 | 0 | 15 | 20 | -7 | 1.1
CCC(=O)n1nc(-c2cccnc2)nc1NCc1ccc(F)cc1 | -0.8 | -1 | -0.2 | 0.99 | 110 | -5 | 1 | 1 | -3 | 1
Oc1cc2ccccc2cc1-c1n[nH]c(=S)o1 | 2.0 | 3 | 0.9 | 1 | 111 | -5 | 13 | -3 | -2 | 1
Cc1ccc(-n2c(C)cc(/C=N/NC(=O)Cn3c4ccccc4c(=O)c4ccccc43)c2C)cc1 | -0.6 | 19 | -0.3 | 1 | 86 | 0 | -22 | -19 | -1 | 1
Cc1ccc2cc(CN(CC3CCCO3)S(=O)(=O)c3c(C)ccc4nsnc34)c(=O)[nH]c2c1 (stereo unspecified) | -0.3 | -5 | -0.1 | 0.77 | 106 | -11 | 2 | 5 | -6 | 1.1
Cc1c(NC(=O)Cn2cc([N+](=O)[O-])cn2)c(=O)n(-c2ccccc2)n1C | 0.6 | -9 | 0.1 | 1.2 | 101 | -3 | 2 | 9 | -5 | 1
COc1ccc(Cl)cc1NC(=O)COC(=O)c1cc(NS(=O)(=O)c2cccs2)ccc1O | -0.4 | 6 | -0.1 | 1.1 | 100 | -1 | 12 | -6 | -5 | 1.1
COC(=O)c1cccnc1-n1c(=O)c2cccnc2n(Cc2ccc([N+](=O)[O-])cc2)c1=O | -3.2 | 3 | -0.2 | 1.2 | 102 | 3 | 2 | -3 | 0 | 1
Cn1c(=O)cc(SCC(=O)N2CCCC2)c2ccc(Cl)cc21 | -1.1 | -4 | -0.1 | 1.4 | 81 | -1 | -2 | 4 | -5 | 1
O=C(NC(=S)Nc1ccccc1[N+](=O)[O-])c1ccco1 | -0.3 | 18 | -0.4 | 1.7 | 97 | -5 | 14 | -18 | 21 | 0.8
N/C(=N\OC(=O)CCC1CCCCC1)c1cccnc1 | -14 | -17 | 0.2 | 1.7 | 109 | 2 | 8 | 17 | 63* | 0.4
O=C(NCc1ccccn1)c1cn(CCc2ccccc2)nn1 | 0.0 | -10 | -0.1 | 0.99 | 101 | -5 | -2 | 10 | -4 | 1
Cc1ccc(N2CC(C(=O)Nc3c(C)n(C)n(-c4ccccc4)c3=O)CC2=O)cc1 (stereo unspecified) | -0.4 | -9 | -0.2 | 0.92 | 100 | -3 | 15 | 9 | 0 | 1
O=c1c2cc3c(=O)n(CC4CCCO4)c(=O)c3cc2c(=O)n1CC1CCCO1 (stereo unspecified) | -0.5 | -22 | 0.1 | 1.1 | 98 | -4 | 1 | nt | -6 | 1.1
CC(=O)c1cccc(NC(=O)C2(c3ccccc3)CC2(Cl)Cl)c1 (stereo unspecified) | 0.0 | -11 | -0.3 | 1.1 | 95 | 1 | -4 | 11 | -4 | 1
Cc1ccc(CNC(=O)C2C3C=CC(C3)C2C(=O)O)cc1 (stereo unspecified) | 0.3 | -26 | -0.2 | 1 | 99 | 2 | 0 | 26 | -2 | 1
N#C/C(=N\Nc1ccc(F)cc1)C(=N)N1CCCCC1 | 0.3 | -138 | 0.5 | 8.2* | 155* | -3 | 11 | 138* | 55* | 0.5
O=C1NC(=S)S/C1=C/c1ccc(N2CCOCC2)o1 | -0.6 | 13 | -0.4 | 1.2 | 102 | -5 | 12 | -13 | 64* | 0.4
Cc1cc(OCCCn2cnc3ccccc3c2=O)ccc1[N+](=O)[O-] | 0.0 | -4 | -0.5 | 0.81 | 106 | 4 | -22 | 4 | -5 | 1.1
COc1cccc(-c2nn(-c3ccccc3)cc2CN2CCCO2)c1 | -0.4 | -10 | 0.1 | 0.87 | 100 | -5 | 0 | 10 | -4 | 1
O=C(N/N=C/c1ccc(Cl)cc1Cl)Nc1ccccc1 | 2.1 | -10 | -0.2 | 1.4 | 118 | -4 | 6 | 10 | 3 | 1
C1CCN=C(NC23CC4CC(CC(C4)C2)C3)CC1 | 0.6 | -7 | -0.2 | 1.1 | 91 | 4 | 4 | 7 | -9 | 1.1
CCCOc1ccc(N/C=C/C(=O)C(C)(C)C)cc1 | -1.3 | 18 | -0.1 | 0.86 | 105 | -1 | 7 | -18 | 19 | 0.8
O=S(=O)(NCc1cc(-c2ccccc2)no1)c1ccc(Cl)cc1 | 0.5 | 4 | 0.1 | 1.9 | 105 | 2 | 5 | -4 | -4 | 1
O=[N+]([O-])c1cccc(C(=Nc2ccc(Cl)cc2)NO)c1 | -3.6 | 0 | -0.2 | 1 | 95 | 3 | 3 | 0 | -7 | 1.1

APP 5'UTR act, hit marks shown above.
Structure | DTT redox prof | APP transl inh | Hsp70 activator | NF-kB expr up | STAT1 act | HMGR II inh | G6PDH CS | APP 5'UTR act
N#C/C(=N\Nc1ccc(F)cc1)C(=N)N1CCCCC1 | 0.3 | -138 | 0.5 | 8.2* | 155* | -3 | 11 | 138*

The listing picks up, starting two compounds before the break.
SMILES | DTT redox prof | APP transl inh | Hsp70 activator | NF-kB expr up | STAT1 act | HMGR II inh | G6PDH CS | APP 5'UTR act | FLuc inhib CS | FLuc act counter
O=S(=O)(NCc1cc(-c2ccccc2)no1)c1ccc(Cl)cc1 | 0.5 | 4 | 0.1 | 1.9 | 105 | 2 | 5 | -4 | -4 | 1
O=[N+]([O-])c1cccc(C(=Nc2ccc(Cl)cc2)NO)c1 | -3.6 | 0 | -0.2 | 1 | 95 | 3 | 3 | 0 | -7 | 1.1
O=C1OC(/C=C/c2ccc(Cl)cc2Cl)=NC/1=C\c1cccs1 | -0.1 | 12 | -0.4 | 1.1 | 101 | -1 | 7 | -12 | 5 | 0.9
O=C(COC(=O)CCCSc1nc2ccccc2[nH]1)Nc1ccc(Cl)cc1 | 0.0 | -2 | -0.3 | 0.94 | 110 | -2 | -10 | 2 | 3 | 1
COc1ccc(OCC(=O)c2c(O)c3ccccc3oc2=O)cc1 | 1.0 | 3 | 1.4 | 0.99 | 101 | -3 | 11 | -3 | 12 | 0.9
CCC(C)NC(=O)C1CCN(S(=O)(=O)c2cccnc2)CC1 (stereo unspecified) | 0.1 | 17 | -0.4 | 0.93 | 99 | 1 | 2 | -17 | 0 | 1
O=C(CCn1nc(-c2ccccc2)ccc1=O)N1CCOCC1 | -0.3 | -13 | 0.0 | 1.2 | 105 | 0 | 5 | 13 | -7 | 1.1
CN(C)c1nc(N)nc(Nc2ccccc2C#N)n1 | -0.4 | -4 | -0.2 | 1.2 | 101 | -3 | -8 | 4 | -6 | 1.1
CCC(O)(CC)C(=O)NN(C(=O)CCl)c1ccccc1 | -0.2 | 2 | -0.2 | 1 | 97 | -1 | -4 | -2 | -5 | 1.1
CCN(CC)CCNC(=O)c1c(O)c2cc(OC)c(OC)cc2[nH]c1=O | -1.0 | -20 | -0.3 | 1.1 | 99 | -3 | 14 | 20 | -3 | 1
CCC(C)Sc1nc(O)cc(=O)[nH]1 (stereo unspecified) | -0.2 | 7 | 0.2 | 1.2 | 96 | -3 | 2 | -7 | -5 | 1.1
CCn1c2ccccc2c2cc(NC(=O)CNCC3CCCO3)ccc21 (stereo unspecified) | -0.1 | -8 | 0.0 | 1 | 98 | 2 | -2 | 8 | -5 | 1
COc1ccccc1C(=O)N1CCN=C1SC | 0.6 | 8 | -0.4 | 1.1 | 101 | -1 | 0 | -8 | -2 | 1
COC(=O)c1ccc(NC(=O)CNC(=O)C2CCCCC2)cc1 | 0.1 | 10 | -0.3 | 1.5 | 91 | -5 | -4 | -11 | -7 | 1.1
COC(=O)Cc1ccc(NC(=S)N2CCN(C)CC2)cc1 | -3.5 | -26 | 1.1 | 1 | 108 | -8 | 11 | 26 | 56* | 0.4
COc1ccc(/C=C/C(=O)c2ccc3c4c(cccc24)CC3)cc1 | 1.3 | -6 | -0.2 | 0.99 | 100 | -9 | -20 | 6 | -1 | 1
COCCNC(=O)C(c1ccncc1)N(Cc1ccccc1)C(=O)Cn1nnc2ccccc21 (stereo unspecified) | 0.2 | -27 | 0.1 | 1.4 | 123 | -3 | 2 | 27 | -3 | 1
O=C(CSc1nc2ccccc2[nH]1)N/N=C/C=C\c1ccccc1[N+](=O)[O-] | -0.4 | 1 | -0.1 | 1.3 | 96 | -1 | -9 | -1 | -3 | 1
O=C(CS(=O)(=O)Cc1ccccc1)NCC1CCCO1 (stereo unspecified) | -3.7 | -6 | 0.0 | 1.2 | 95 | -2 | 2 | 6 | -1 | 1
COc1ccc(C2=NO[C@@H]3[C@@H]4C[C@@H]([C@H]5C(=O)N(c6ccc7c(c6)OCO7)C(=O)[C@@H]45)[C@H]23)cc1OC | 0.3 | -2 | -0.3 | 0.55 | 93 | -5 | -8 | 2 | -8 | 1.1
Cc1cc(C)cc(NC(=O)CN2CCc3ccccc3C2)c1 | 2.0 | -14 | -0.3 | 1.1 | 96 | 2 | 2 | 13 | -3 | 1
